# Source: PubChem BioAssay (National Center for Advancing Translational Sciences (NCATS))
# LmPK inh: blocks Leishmania mexicana pyruvate kinase activity. purified LmPK, Kinase-Glo ATP luminescence, 1 h. Potency, µM (doses to about 57.5 µM), inactives show at the highest dose activity change, negative = inhibition, usual class: inhibitors. actives 0.37% (n = 290,000); further: potency means the concentration at half of the fitted maximal effect
# Target sequence (Q27686 whole entry, looked up): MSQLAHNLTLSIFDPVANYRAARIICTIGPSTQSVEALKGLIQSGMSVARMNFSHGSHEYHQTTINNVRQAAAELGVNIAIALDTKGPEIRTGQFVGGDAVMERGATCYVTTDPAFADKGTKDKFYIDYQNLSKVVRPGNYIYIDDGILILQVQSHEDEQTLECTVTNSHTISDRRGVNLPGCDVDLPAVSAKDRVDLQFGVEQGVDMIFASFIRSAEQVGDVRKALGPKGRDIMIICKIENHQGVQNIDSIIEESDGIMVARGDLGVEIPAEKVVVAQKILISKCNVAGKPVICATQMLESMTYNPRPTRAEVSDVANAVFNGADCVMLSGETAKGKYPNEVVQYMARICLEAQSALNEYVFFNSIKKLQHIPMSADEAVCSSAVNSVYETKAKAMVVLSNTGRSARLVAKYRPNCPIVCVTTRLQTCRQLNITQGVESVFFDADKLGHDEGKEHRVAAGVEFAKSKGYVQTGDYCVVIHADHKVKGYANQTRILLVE
#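 ATP generated from ADP (0.1 mM) and PEP (0.5 mM) by 0.1 nM LmPK over 1 h at room temperature (pH 7.2 imidazole buffer) was detected by coupled luciferase luminescence. Values were normalized to uninhibited and no-enzyme wells.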
# AmpC inh no detg: inhibitors of E. coli AmpC beta-lactamase without detergent; P00811; AmpC nitrocefin hydrolysis, absorbance 480 nm, 0.0001% Triton; Potency, µM (top dose mostly 57.1 µM), inactives show top-dose activity change, negative = inhibition, hits mostly inhibitors; actives 0.52% (n = 330,000); AID 485341;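 further: potency means the concentration at half of the fitted maximal effect; plate controls were no compound for no effect and no enzyme for full effect; nearly all actives have a fitted effect of over 20% in size; some results filed as inactive show a strong effect at the top dose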
# Target sequence (P00811 whole entry, looked up): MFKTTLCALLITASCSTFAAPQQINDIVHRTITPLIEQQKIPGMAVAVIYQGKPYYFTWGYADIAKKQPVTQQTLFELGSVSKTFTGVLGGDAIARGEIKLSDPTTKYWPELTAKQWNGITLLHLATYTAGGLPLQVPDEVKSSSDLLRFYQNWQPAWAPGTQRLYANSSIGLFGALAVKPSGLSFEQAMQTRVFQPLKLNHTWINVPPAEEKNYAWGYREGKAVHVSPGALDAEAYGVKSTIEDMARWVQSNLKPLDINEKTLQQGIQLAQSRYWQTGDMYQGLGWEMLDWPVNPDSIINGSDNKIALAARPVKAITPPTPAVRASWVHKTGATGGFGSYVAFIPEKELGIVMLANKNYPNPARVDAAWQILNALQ
#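 20 mM phosphate pH 7.0 + 0.01% (detergent screen) or 0.0001% Triton X-100; 5.3 nM AmpC reagent; cpd preinc 15 min RT; nitrocefin (800 uM stock) to start; A480 q20 s × 4 min; Activity was normalised to no-enzyme and no-compound control wells.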
# AmpC detergent: AmpC beta-lactamase inhibition with detergent present. P00811. AmpC hydrolysis of nitrocefin, absorbance 480 nm, 0.01% Triton. Potency, µM (highest dose often 114 µM), without a hit: at the highest dose activity change, negative = inhibition, usual class: inhibitors. actives 0.041% (n = 370,000). AID 485294;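 further: potency means the concentration at half of the fitted maximal effect; 0% = no-compound wells and -100% = no-enzyme wells; nearly all actives have a fitted effect of over 25% in size; some results filed as inactive show a strong effect at the top dose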
#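 20 mM phosphate pH 7.0 + 0.01% (detergent screen) or 0.0001% Triton X-100; 5.3 nM AmpC reagent; cpd preinc 15 min RT; nitrocefin (800 uM stock) to start; A480 q20 s × 4 min; Activity was normalised to no-enzyme and no-compound control wells.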
# Sm TGR inh: blocks Schistosoma mansoni thioredoxin glutathione reductase; purified TGR, DTNB reduction, TNB absorbance 405 nm; Potency, µM (highest dose often 114 µM), for the others: at the highest dose activity change, negative = inhibition, usual class: inhibitors; actives 3% (n = 360,000); AID 485364; further: potency means the concentration at half of the fitted maximal effect; nearly all actives have a fitted effect of over 60% in size
#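 Kinetic colorimetric format: TGR-catalysed, NADPH-driven DTNB reduction monitored via TNB absorbance. Enzyme dispensed at 20 nM; compound exposure 15 min at room temperature before reaction start.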
# HCMV antiviral: inhibitors of human cytomegalovirus. HFF cells, HCMV-luciferase reporter, 72 h; hits give low values. activity change, negative = inhibition, % at 57.5 µM. actives 4.5% (n = 410,000); in the data active means activity change below about -60%; inconclusive means no clear call, values can overlap the other calls; inactive means above about -39%
#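 Screen run at 2 compound doses on HFFs infected with reporter HCMV, MOI 1 PFU/cell. Luciferase activity from cell lysates at 72 h post infection gave inhibition relative to buffer-only and Salinomycin wells.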
# AMA1-RON2 inh: inhibitors of Plasmodium falciparum AMA1-RON2 interaction; AID 720542; Potency, µM (top dose mostly 58.2 µM), inactives show top-dose activity change, negative = inhibition, most hits filed as inhibitors; AlphaScreen AMA1-biotinylated RON2 peptide binding; actives 0.2% (n = 360,000);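 further: potency means the concentration at half of the fitted maximal effect; 0% = vehicle wells and -100% = peptide control; nearly all actives have a fitted effect of over 45% in size; some results filed as inactive show a strong effect at the top dose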
#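 AMA1 (3D7) with his tag at 25 nM final met compounds first, then biotinylated RON2 peptide at 25 nM; detection used donor plus acceptor beads, 10 µg/mL apiece, read by AlphaScreen after 30 min at room temperature.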
# Tb PYK inh: blocks Trypanosoma brucei pyruvate kinase | Q57TT1 | TbPYK enzyme, Kinase-Glo Plus ATP luminescence, 45 min | Potency, µM (highest dose often 76.8 µM), for inactives: top-dose activity, negative = inhibition, most hits filed as inhibitors | actives 0.12% (n = 410,000) | AID 624173; further: potency means the concentration at half of the fitted maximal effect; nearly all actives have a fitted effect of over 50% in size
#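 Enzyme and substrate buffer are dispensed first and compound is pin-transferred. ADP at 130 uM final then starts the reaction, which runs 45 min at room temperature. Detection reagent is added for 10 min before luminescence is imaged.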
# Active calls of the source: *; ? = inconclusive; nt = not tested or not shown; & = joins results of further samples; [ ] = remark or other dose. Unless noted, the call rests on the fitted dose curve; in most records, active means well fitted curve in the direction sought with a large enough effect; inconclusive means small, poorly fitted or top-dose-only effect, or another doubt; inactive means no such curve, though single readings can be large; an effect the other way counts as inactive or inconclusive. Unless noted, on the % scale 0 is the no-effect control and ±100 the full control effect.
SMILES,LmPK inh,AmpC inh no detg,AmpC detergent,Sm TGR inh,HCMV antiviral,AMA1-RON2 inh,Tb PYK inh
COc1ccccc1C(=O)Nc1cccc(NC(C)=O)c1,-1%,-18%,-11%,0%,-26,16%,2%
COc1ccc(OC)c2c1C(=O)CC2C (stereo not drawn),nt,nt,nt,nt,15,-4%,2%
COc1ccc(/C=N/NC2=NS(=O)(=O)c3ccccc32)cc1OC,7%,-27%,-9%,8%,-12,61%[activator],-3%
COc1ccc(NC(=O)CNC(=O)c2nn(-c3ccc(OC)cc3OC)c(=O)c3ccccc23)c(OC)c1,0%,129%[activator],?,6%,-17,4%,-7%
Cc1cc(C)n(-c2nc3ccccc3nc2Nc2ccc(Cl)c(C(=O)OC(C)C)c2)n1,nt,nt,17%,8%,19,nt,3%
O=c1c2ccccc2c(=O)n(-c2ccccc2)n1CCCCBr,nt,nt,nt,nt,-24,-3%,-3%
CCc1nc2ccccc2n2c(-c3ccc(C)cc3)c3c(=O)n(C)c(=O)n(C)c3c12,nt,nt,19%,-4%,35,nt,4%
CCO[C@@H]1OC(C(N)=O)=C[C@H](c2ccc(C(F)(F)F)cc2)[C@H]1CCCO,8%,59%,5%,0%,-30,3%,1%
COc1ccc(-c2csc(-c3c(N)c(C(=O)c4ccc(OC)c(OC)c4)n4ccccc34)n2)cc1,nt,nt,4%,-4%,10,nt,2%
CCCOc1ccc(C(=O)Nc2cc(-c3nn4c(C)nnc4s3)ccc2C)cc1,10%,0%,?,-1%,-14,9%,-6%
Cc1cccc(C)c1-n1nnnc1-c1cnccc1C(F)(F)F,1%,-3%,-3%,4%,10,7%,-7%
NNCc1cccc(O)c1,-10%,-24%,2%,-31%,?,-5%,-1%
CCNC(=S)N(CCCN(CC)CC)Cc1cc2cc3c(cc2[nH]c1=O)OCO3,-5%,-2%,?,2%,47,4%,0%
O=C(/C=C/c1ccc2c(c1)OCO2)Nc1nncs1,-20%,1%,7%,7%,77,-4%,1%
CCc1nnc(NC(=O)c2ccc(N3C(=O)CCC3=O)cc2)s1,4%,-4%,1%,6%,16,-2%,-1%
CC1CCN(C(=O)c2cc3c(=O)n(C)c4ccccc4c3s2)CC1,nt,nt,3%,1%,-16,nt,-26%
Cc1cc(C)cc(NC(=O)Cn2cc3c(n2)CCCCC3)c1,8%,-13%,10%,1%,nt,nt,nt
O=C(O)CCCN1C(=O)C2C3CC(C2C1=O)C1C(c2ccccc2)c2sc(=O)[nH]c2SC31 (stereo not drawn),10%[11.5 µM],-24%,-1%,-4%,-8,4%,-4%
CCC1(CC)C(=O)C=CNC1=O,nt,-13%,-21%,-10%,-4,9%,-8%&1%
Cc1ccc(C)c(OCC(=O)NCC2COc3ccccc3O2)c1 (stereo not drawn),nt,13%,?,9%,-15,-7%,2%

# A run of entries from further up, for reference:
SMILES,LmPK inh,AmpC inh no detg,AmpC detergent,Sm TGR inh,HCMV antiviral,AMA1-RON2 inh,Tb PYK inh
O=C(/C=C/c1ccc2c(c1)OCO2)Nc1nncs1,-20%,1%,7%,7%,77,-4%,1%
CCc1nnc(NC(=O)c2ccc(N3C(=O)CCC3=O)cc2)s1,4%,-4%,1%,6%,16,-2%,-1%
CC1CCN(C(=O)c2cc3c(=O)n(C)c4ccccc4c3s2)CC1,nt,nt,3%,1%,-16,nt,-26%
Cc1cc(C)cc(NC(=O)Cn2cc3c(n2)CCCCC3)c1,8%,-13%,10%,1%,nt,nt,nt
O=C(O)CCCN1C(=O)C2C3CC(C2C1=O)C1C(c2ccccc2)c2sc(=O)[nH]c2SC31 (stereo not drawn),10%[11.5 µM],-24%,-1%,-4%,-8,4%,-4%
CCC1(CC)C(=O)C=CNC1=O,nt,-13%,-21%,-10%,-4,9%,-8%&1%
Cc1ccc(C)c(OCC(=O)NCC2COc3ccccc3O2)c1 (stereo not drawn),nt,13%,?,9%,-15,-7%,2%

# The list continues.
SMILES,LmPK inh,AmpC inh no detg,AmpC detergent,Sm TGR inh,HCMV antiviral,AMA1-RON2 inh,Tb PYK inh
C/C(=N/NC(=O)CN1CCN(S(=O)(=O)c2ccc(Br)cc2)CC1)c1ccncc1,-14%,42%,-1%,-14%,-29,7%,8%
COc1ccc(Cl)cc1N(CC(=O)NCC(C)C)S(=O)(=O)c1ccc(C)c([N+](=O)[O-])c1,6%,-45%,-24%,-9%,4,1%,2%
CC(=O)O[C@@]12CO[C@@H]1C[C@H](O)[C@@]1(C)C(=O)[C@H](O)C3=C(C)[C@@H](O)C[C@@](O)([C@@H](OC(=O)c4ccccc4)C12)C3(C)C (stereo partly drawn),1%,6%,?,-19%,4,5%,-1%
Cc1ccc(N=CC=C2OC(C)(C)C(C)(C)O2)c(C)c1,1%,104%[activator],-7%,-11%,-30,6%,18%
C=CCNc1nc(NCCO)nc(N2CCCC2)n1,0%,-18%,-11%,9%,-12,-4%,7%
Cc1nc(C)n(CC(=O)N2CCCC(C(=O)c3ccc(C(F)(F)F)cc3)C2)n1 (stereo not drawn),-9%,1%,1%,6%,-26,8%,1%
CSc1nsc(SCC(=O)Nc2ccc3c(c2)OCCO3)n1,6%,-28%,7%,1%,147,5%,4%
Cc1ccnc2nc(C(=O)NCc3cccs3)nn12,0%,nt,-2%,1%,25,-3%,-2%
CC1(C(=O)NS(=O)(=O)c2ccc(Cl)cc2)CCN1C(=O)C/C=C/c1ccccc1 (stereo not drawn),nt,nt,nt,nt,-9,35%[activator],-8%
CCOC(=O)N1CCC(NC(=O)CS(=O)(=O)Cc2nc(-c3ccc(C)cc3)oc2C)CC1,5%,-9%,-12%,-8%,4,12%,-9%
COc1cccc(C2/C(=C(\O)c3ccc(OC)c(OC)c3)C(=O)C(=O)N2c2cc(C)on2)c1 (stereo not drawn),1%,-25%,?,0%,16,18%,3%
COC(=O)c1[nH]c2ccc(F)cc2c1NS(=O)(=O)c1ccc(OC)cc1,5%,-42%,?,-9%,-31,-2%,3%
Cn1c2c(c(=O)n(C)c1=O)C(c1cccc([N+](=O)[O-])c1)Nc1ccccc1O2 (stereo not drawn),2%,-8%,?,14%,64,20%,2%
COc1cc(/C=C/C(=O)OCC(=O)N2CC(C)OC(C)C2)ccc1OCC#N (stereo not drawn),nt,nt,nt,nt,8,-11%,-8%
O=C(Cn1cc([N+](=O)[O-])ccc1=O)NC1CCCCC1,nt,-17%,-2%,-9%,-20,12%,1%
Cc1ccc(/C=C(\NC(=O)c2ccccc2)C(=O)OCc2ccccc2)cc1,7%,-27%,-10%,-18%,?,10%,-6%
O=C(Cc1ccccc1)Nc1nccs1,-2%,-25%,?,2%,0,-6%,-10%
Cc1ccc2c(c1)c1nnc(SCC(=O)Nc3ccccc3C(F)(F)F)nc1n2CC(=O)O,-8%,-25%,0%,-1%,-26,-7%,5%
N#Cc1c(N2CCOCC2)nc(N2CCCCC2)c2c1CCN(C1CCCCC1)C2,0%,3%,-10%,-21%,nt,-5%,3%
CCOC(=O)c1c(S(=O)(=O)NCC(=O)N2CCN(c3cc(C)ccc3C)CC2)c(C)n(C)c1C,nt,nt,-5%,-4%,4,nt,-2%

# 4 entries out of the list, sorted by molecular weight, descending:
SMILES,LmPK inh,AmpC inh no detg,AmpC detergent,Sm TGR inh,HCMV antiviral,AMA1-RON2 inh,Tb PYK inh
Cc1ccc2c(c1)c1nnc(SCC(=O)Nc3ccccc3C(F)(F)F)nc1n2CC(=O)O,-8%,-25%,0%,-1%,-26,-7%,5%
CC1(C(=O)NS(=O)(=O)c2ccc(Cl)cc2)CCN1C(=O)C/C=C/c1ccccc1 (stereo not drawn),nt,nt,nt,nt,-9,35%[activator],-8%
Cn1c2c(c(=O)n(C)c1=O)C(c1cccc([N+](=O)[O-])c1)Nc1ccccc1O2 (stereo not drawn),2%,-8%,?,14%,64,20%,2%
C=CCNc1nc(NCCO)nc(N2CCCC2)n1,0%,-18%,-11%,9%,-12,-4%,7%

# New compounds follow.
SMILES,LmPK inh,AmpC inh no detg,AmpC detergent,Sm TGR inh,HCMV antiviral,AMA1-RON2 inh,Tb PYK inh
CCC(=O)NCCN1CCN(C(=O)CC)CC1,4%,-8%,-6%,2%,16,-18%,1%
C/C(=N\NC(N)=O)c1ccccc1,-5%,-8%,3%,-25%,-19,-1%,0%
CCN(CC)CCOC(=O)c1ccc(N/C=C(/C#N)c2nc(-c3ccc(OC)c(OC)c3)cs2)cc1,0%,80%[activator],9%,-32%,6,28µM*,-6%
O=C(O)C1CC=CCC1C(=O)NCc1ccccc1 (stereo not drawn),-2%,-18%,?,0%,11,10%,2%
CC1CCc2nc3ccc(S(=O)(=O)N4CCC(C(=O)NCc5ccccc5Cl)CC4)cc3c(C(=O)O)c2C1 (stereo not drawn),0%,-26%,0%&3%,-15%&-17%,27&-22,0%,-3%&1%
Cc1ccc(CONC(=O)c2cccc(C)c2)cc1,nt,-10%,6%,-2%,11,-3%,4%
COc1ccc(S(=O)(=O)N2CCSC2C)cc1C (stereo not drawn),3%,-9%,4%,0%,0,1%,-2%
CC(C)(C)NC(=O)C(c1ccc(-c2ccccc2)cc1)N(C[C@H]1CC[C@@H]([C@@H]2CC[C@H](CO)O2)O1)C(=O)c1cccc(Cl)c1 (stereo partly drawn),nt,234%[activator],nt,nt,-16,-13%,4%
COC(=O)c1ccc(COC(=O)CNC(=O)c2ccc(-c3ccccc3)cc2)cc1,-1%,-48%,-12%,4%,-22,2%,-2%
CC1(c2ccccc2)NC(=O)N(CC(=O)Nc2cc3c(cc2Br)OCCO3)C1=O (stereo not drawn),nt,-41%,-20%,-1%,-11,-2%,1%
O=C(Cc1cccs1)NCc1cccc(C(F)(F)F)c1,4%,-21%,1%,7%,-20,3%,-1%
COc1ccc(CCNC(=O)C(NC(=O)OCc2ccccc2)C(C)C)cc1OC (stereo not drawn),-5%,30%,4%,15%,6,-1%,-7%
CC(C)(C)CN1CCC(n2nccc2NC(=O)c2ccccc2Cl)CC1,9%,-10%,?,-22%,17,-10%,8%
COCCNC(C(=O)Nc1cc(Cl)cc(Cl)c1)c1ccccc1 (stereo not drawn),10%,58%,-4%,-4%,63,22%,-5%

# The order is random; overall some 7.4% were active at least once.
